Compound activity (PubChem BioAssay)
POLH inh – blocks human DNA polymerase eta activity; recombinant Pol eta, fluorescent DNA replication assay; Q9Y253; Potency, µM (series often up to 114 µM), for the others: top-dose activity change, negative = inhibition, actives largely listed as inhibitors; actives 1.2% (n = 390,000); also: potency is read from the fitted curve at half-maximal effect; % is scaled to controls: 0 for no effect and ±100 for the full control effect
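Fluorescent replication assay: 50 nM final substrate added after a 15 min room-temperature compound preincubation with 10 nM enzyme. Signal taken at 0 min and again at 10 min.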
APEX1 inh – inhibitors of human APE1 endonuclease | P27695 | recombinant APE1, TAMRA/BHQ-2 abasic DNA cleavage fluorescence | Potency, µM (titrated, usually from 65.8 µM), inactives show top-dose activity change, negative = inhibition, hits mostly inhibitors | actives 0.35% (n = 350,000) | AID 2517;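 also: potency is read from the fitted curve at half-maximal effect; plate controls were vehicle for no effect and reference inhibitor for full effect; nearly all actives have a fitted effect of over 55% in size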
Target sequence (P27695 whole entry, looked up): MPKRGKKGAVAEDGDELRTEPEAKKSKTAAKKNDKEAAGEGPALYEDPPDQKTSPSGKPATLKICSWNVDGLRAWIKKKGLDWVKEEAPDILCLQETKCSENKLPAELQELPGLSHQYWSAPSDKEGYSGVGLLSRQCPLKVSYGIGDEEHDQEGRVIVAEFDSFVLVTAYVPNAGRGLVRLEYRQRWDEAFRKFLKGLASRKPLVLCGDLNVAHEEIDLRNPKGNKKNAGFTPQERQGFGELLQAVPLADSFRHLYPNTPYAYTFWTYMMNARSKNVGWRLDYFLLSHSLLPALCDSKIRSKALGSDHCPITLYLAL
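Kinetic fluorescence read (525 ex/598 em nm, three reads 60 s apart) of AP-site incision; signal = third minus first read. Enzyme 0.75 nM, dual-labelled THF duplex 50 nM, compound preincubation 15 min RT.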
LDHA inh – inhibitors of human lactate dehydrogenase A; activity change, % (values are at about 110 or 230 µM); P00338; actives 0.15% (n = 480,000); purified LDHA, NADH/diaphorase-resazurin fluorescence; stronger effect = lower value; in the data active = activity change below about -30%; inconclusive = mostly about -25% to -30%;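 also: plate controls were DMSO wells for no effect and wells without enzyme for full effect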
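Human LDH5 (2 nM) was incubated with 0.06 mM NADH and 0.2 mM pyruvate for 5 min at room temperature in Tris pH 7.4. Remaining NADH was coupled through diaphorase/resazurin, and resorufin fluorescence was read at 0 and 20 min.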
Anesthetic bind – candidate novel general anesthetic via apoferritin binding; P02791; apoferritin/1-aminoanthracene competitive binding, fluorescence; Potency, µM (highest dose often 77.5 µM), for the others: top-dose activity change, negative = displacement, most hits filed as inhibitors; actives 0.074% (n = 350,000); AID 485281; also: potency is read from the fitted curve at half-maximal effect; % is scaled to controls: 0 for no effect and ±100 for the full control effect; nearly all actives have a fitted effect of over 20% in size
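10 uM apoferritin + 50% sat. 1-AMA, PBS; cpd 10 min RT; Ex380/Em535 endpoint; normalized to free probe vs complex; 4-param Hill fit; propofol titration as pos. ctrl.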
POLK inh – blocks human DNA polymerase kappa activity; AID 588579; actives 0.53% (n = 400,000); purified Pol kappa, fluorescent DNA synthesis assay, 10 min; Q9UBT6; Potency, µM (top dose mostly 107 µM), for inactives: at the top dose activity, negative = inhibition, most hits filed as inhibitors; also: potency is read from the fitted curve at half-maximal effect; % is scaled to controls: 0 for no effect and ±100 for the full control effect
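10 nM Pol kappa preincubated 15 min at room temperature with compounds, then reaction started with substrate at 50 nM final. Fluorescence read kinetically at 0 and 10 min; buffer-only wells served as negative control.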
POLB inh – blocks human DNA polymerase beta activity. P06746. actives 1.3% (n = 340,000). Potency, µM (top dose mostly 114 µM), without a hit: at the top dose activity change, negative = inhibition, hits mostly inhibitors. Pol beta primer extension/strand displacement, fluorescence kinetic; also: potency is read from the fitted curve at half-maximal effect; % is scaled to controls: 0 for no effect and ±100 for the full control effect
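Human Pol beta at 10 nM; strand-displacement substrate 50 nM final. Compound exposure 15 min at room temperature before start, reaction 10 min at room temperature.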
ERG Ets-DNA blk – blocks human ERG Ets domain binding to DNA; P11308; fluorescence polarization, His-ERG Ets domain / labelled DNA; Potency, µM (top dose mostly 76.9 µM), inactives show at the top dose FP activity, negative = inhibition, most hits filed as inhibitors; actives 0.028% (n = 370,000); AID 624246; active = well fitted inhibition curve with a large enough effect in the polarisation, with a control signal flat; inconclusive = small, poorly fitted or top-dose-only effect, or effect the other way, or a change in a side signal; inactive = no such curve, though single readings can be large or run the other way; the % refers to the polarisation;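 also: polarization taken with two DNA probes labelled with fluorescein and Texas red; potency is read from the fitted curve at half-maximal effect; % of control where 0% means no effect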
Target sequence (P11308 whole entry, looked up, the tested form may be a part): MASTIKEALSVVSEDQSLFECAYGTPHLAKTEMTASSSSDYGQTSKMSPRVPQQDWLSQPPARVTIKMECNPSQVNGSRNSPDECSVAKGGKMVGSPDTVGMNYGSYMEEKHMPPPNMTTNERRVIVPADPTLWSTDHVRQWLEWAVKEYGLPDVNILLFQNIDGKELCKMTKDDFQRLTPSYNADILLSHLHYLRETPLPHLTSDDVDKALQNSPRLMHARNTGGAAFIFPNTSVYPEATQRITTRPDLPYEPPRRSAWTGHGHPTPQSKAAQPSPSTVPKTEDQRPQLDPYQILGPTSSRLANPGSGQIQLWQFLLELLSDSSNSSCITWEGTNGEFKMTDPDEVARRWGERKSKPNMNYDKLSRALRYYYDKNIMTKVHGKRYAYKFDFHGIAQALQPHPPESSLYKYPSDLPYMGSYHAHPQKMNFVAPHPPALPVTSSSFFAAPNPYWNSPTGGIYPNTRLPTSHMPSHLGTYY
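His-tagged ERG Ets domain (1 uM in the protein solution; 300mM KCl, 50mM Tris-HCl, 1mM EDTA, 1mM DTT, pH 7.5) received compound, then a probe mix of 5 nM fluorescein-DNA and 100nM Texas-615-DNA. Fluorescence polarization was read for both dyes.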
12-LOX inh – blocks human arachidonate 12S-lipoxygenase; P18054; purified 12hLO, xylenol orange hydroperoxide absorbance; Potency, µM (highest dose often 108 µM), inactives show at the highest dose activity change, negative = inhibition, hits mostly inhibitors; actives 1.1% (n = 580,000); also: potency is read from the fitted curve at half-maximal effect; % is scaled to controls: 0 for no effect and ±100 for the full control effect
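Hydroperoxide product was detected by ferrous iron/xylenol orange as the 573 to 405 nm absorbance ratio. Arachidonic acid at 40 uM (final) was turned over for 30 min at room temperature by 150 nM human 12hLO, pH 7.0 Hepes buffer, after 15 min compound preincubation.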
RGS4 inhibitor – inhibitors of human regulator of G protein signaling 4; P49798; Transcreener GDP fluorescence polarization, RGS4-accelerated GTP hydrolysis; Potency, µM (titrated, usually from 114 µM), for inactives: at the highest dose activity change, negative = inhibition, actives largely listed as inhibitors; actives 0.039% (n = 390,000); AID 504845; also: potency is read from the fitted curve at half-maximal effect; % is scaled to controls: 0 for no effect and ±100 for the full control effect; nearly all actives have a fitted effect of over 75% in size; some results filed as inactive show a strong effect at the top dose
Target sequence (P49798 whole entry, looked up): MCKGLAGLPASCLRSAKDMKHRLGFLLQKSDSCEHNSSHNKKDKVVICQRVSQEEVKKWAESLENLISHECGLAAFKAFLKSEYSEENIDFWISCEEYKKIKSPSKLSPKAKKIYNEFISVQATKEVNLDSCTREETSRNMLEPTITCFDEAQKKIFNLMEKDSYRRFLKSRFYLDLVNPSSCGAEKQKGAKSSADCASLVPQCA
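MLSMR compounds (23 nl, pin-transferred) preincubated 10 min at room temperature with a 500nM (2x) first reagent, then RGS4 at 900nM (2x) plus Transcreener GDP mix added; fluorescence polarization (620/688 nm) read before and after 90 min at 30 °C.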
Starred values were filed as active, the others as inactive; ? = inconclusive; nt = no result given; [ ] = remark or other dose. Unless noted, calls follow the shape of the dose curve; as a rule, active = well fitted curve in the direction sought with a large enough effect; inconclusive = small, poorly fitted or top-dose-only effect, or another doubt; inactive = no such curve, though single readings can be large; an effect the other way counts as inactive or inconclusive. The list is partial; the hit share may differ from the screen's.

SMILES | POLH inh | APEX1 inh | LDHA inh | Anesthetic bind | POLK inh | POLB inh | ERG Ets-DNA blk | 12-LOX inh | RGS4 inhibitor
COc1ccc2c(c1OC)C(=O)N1N=C(c3ccc(Cl)cc3)CC21 (centres undefined) | -11% | 2% | -4 | -18% | 6% | 4% | 9% | -20% | -3%
CC(=O)c1ccc(N(CC(=O)NCc2ccc3c(c2)OCO3)C(=O)c2csnn2)cc1 | 4% | 26% | 0 | -2% | -8% | 0% | 7% | ? | -15%
CC(C)n1ncc2c(C(=O)NCCc3ccc(F)cc3)cc(C3CC3)nc21 | -28% | 25% | 0 | nt | -4% | nt | 10% | -7% | 7%
CCSc1nc(N)c(NC(=O)c2ccc(Br)o2)c(=O)[nH]1 | -11% | 26% | -3 | -2% | -7% | 21% | -6% | 0% | -11%
CCOC(=O)C(=O)N1c2ccccc2C(N(C(=O)C(=O)OCC)c2ccccc2)CC1C (centres undefined) | -26% | 2% | -4 | -13% | -9% | -17% | -6% | ? | 3%
CCn1c(CNC(=O)c2cccc(C)c2)nnc1SCC(=O)Nc1cccc(OC)c1 | -12% | 0% | -8 | 2% | -10% | 1% | -4% | -27% | 1%
Cc1cccc(C)c1NC(=O)CSc1nnc(CCCCCNC(=O)OC(C)(C)C)o1 | 3% | -3% | -3 | -13% | -12% | 16% | 10% | -5% | -16%
Cc1ccccc1-c1ccc(Nc2ccc(C(=O)N3CCOCC3)cc2)nn1 | -19% | -4% | 0 | -19% | -9% | -18% | 2% | 5% | -3%
COc1ccccc1C(O)P(=O)(OC1CCCCC1)OC1CCCCC1 (centres undefined) | -17% | 8% | 1 | -3% | -4% | 14% | -7% | 0% | -24%
CCOc1cc([C@H]2[C@@H]3CCCC[C@]3(O)CCN2CC(=O)NCc2ccco2)ccc1O | 5% | 0% | -2 | -7% | -23% | 2% | 4% | -6% | -17%
CNC(=O)c1nc(C)c(C2(C)CC(c3ccccc3)=NO2)s1 (centres undefined) | -7% | 1% | -1 | 1% | 2% | 8% | -1% | -13% | 13%
COc1cc(C2SCC(=O)N2c2c(C)n(C)n(-c3ccccc3)c2=O)ccc1O (centres undefined) | -15% | 11% | 1 | 3% | 5% | 4% | 9% | -8% | -19%
CC(NC(=O)CN1C(=O)NC2(CCCCCC2)C1=O)c1ccccc1 (centres undefined) | -19% | 5% | 0 | nt | -10% | nt | 14% | -3% | ?
Cc1cccc(OCCSc2nnc(-c3ccoc3C)n2C)c1 | -16% | 0% | 2 | ? | 0% | 16% | 3% | ? | -14%
O=C(CCn1cccc1)Nc1ccccc1F | -11% | 2% | -1 | -23% | 0% | 31% | 3% | 15% | 4%
COC(=O)Nc1sc(C(=O)N(C)C)c(C)c1C(=O)OC | -3% | 16% | -6 | -7% | 0% | 31% | -1% | 132%[activator] | -4%
COc1cccc(NC(=O)COc2ccc(C(=O)N3CCN(C)CC3)cc2)c1 | -8% | 8%[12.4 µM] | -3 | 2% | -8% | -22% | 12% | -2% | 11%
CC(C)CCn1cnc2c1c(=O)n(C)c(=O)n2C | -1% | 8% | -4 | 10% | 2% | 24% | -4% | 0% | 10%
CC(=O)N(C)c1ccc(NC(=S)Nc2ccc(C(C)C)cc2)cc1 | -6% | 2% | 1 | -17% | -20% | 5% | 1% | ? | -36%
O=C1ON=C(c2ccccc2)/C1=C/c1ccc(O)c(O)c1 | 22µM* | -10% | 2 | -6% | 12% | -17% | 6% | ? | ?

The final 4 records of the part before lead into the next:
SMILES | POLH inh | APEX1 inh | LDHA inh | Anesthetic bind | POLK inh | POLB inh | ERG Ets-DNA blk | 12-LOX inh | RGS4 inhibitor
COc1cccc(NC(=O)COc2ccc(C(=O)N3CCN(C)CC3)cc2)c1 | -8% | 8%[12.4 µM] | -3 | 2% | -8% | -22% | 12% | -2% | 11%
CC(C)CCn1cnc2c1c(=O)n(C)c(=O)n2C | -1% | 8% | -4 | 10% | 2% | 24% | -4% | 0% | 10%
CC(=O)N(C)c1ccc(NC(=S)Nc2ccc(C(C)C)cc2)cc1 | -6% | 2% | 1 | -17% | -20% | 5% | 1% | ? | -36%
O=C1ON=C(c2ccccc2)/C1=C/c1ccc(O)c(O)c1 | 22µM* | -10% | 2 | -6% | 12% | -17% | 6% | ? | ?
COc1c(OC)c(O)c2c(=O)cc(-c3c(O)cccc3O)oc2c1OC | -6% | -4% | 16 | -13% | -38% | ? | 12% | ? | -19%
CC(C)OC(=O)/C(=C/c1cccnc1)NC(=O)c1ccccc1 | -2% | 0% | -3 | -8% | -10% | 0% | -5% | -1% | -1%
CNc1sc(C(=O)c2ccccc2F)c(N)c1-c1nc2ccccc2s1 | -17% | 11% | 0 | -18% | -16% | 5% | 2% | ? | -27%
COC(=O)c1ccc(C(=O)N2CCCC(CNC(=O)c3ccccc3Cl)C2)cc1 (centres undefined) | -17% | 0% | -1 | -3% | 6% | 1% | 5% | -2% | -10%
CC(C)CCNC(=O)CN(Cc1ccccc1)C(=O)CCC(=O)Nc1nccs1 | -1% | -9%[12.4 µM] | -9 | 3% | -8% | 48% | -1% | -4% | 9%
Cc1cccc2nc(Cn3c(=O)n(-c4ccccc4)c(=O)c4c5c(sc43)CCC5)cc(=O)n12 | 1% | nt | 1 | -3% | -1% | -20% | -10% | -17% | 9%
O=C(Nc1ccccc1)Nc1scc2c1c(=O)oc1ccccc12 | 19% | -4% | -5 | -2% | -6% | 6% | 7% | 6% | -1%
O=C(O)CSc1ccnc2cc(Cl)ccc12 | -16% | 0% | -17 | -1% | 6% | -1% | 6% | -10% | 5%
O=C(NNc1cc(C(F)(F)F)ccc1Cl)c1ccc(=O)[nH]c1 | -19% | -9% | -1 | -3% | 1% | 65% | 8% | ? | -22%
Cc1ccc(N2C(SCC(=O)O)=NC(=Nc3cccc(C)c3)C23CCCC3)cc1 | 0% | -1% | -8 | -14% | -6% | 1% | 0% | -10% | -6%
CCOC(=O)Cn1cc(C#N)c2cccc(CC)c21 | 0% | 3% | -6 | -11% | -14% | -1% | 3% | -3% | 19%
CCOc1ccc(-c2nc(CN3CCCC(C(=O)N4CCOCC4)C3)c(C)o2)cc1 (centres undefined) | -13% | 9% | 0 | -13% | 6% | 2% | -10% | 0% | 3%
CC(O)CN1C(=O)C(CC(=O)Nc2ccc(Cl)cc2)SC1=Nc1ccccc1 (centres undefined) | -22% | -8% | 2 | -24% | -8% | -2% | -12% | nt | -25%[11.4 µM]
CSCCc1nc(SCC(=O)Nc2nnc(C)s2)[nH]c1C | -8% | 1% | -3 | -7% | -12% | -3% | -6% | -23% | 22%
N#Cc1ccsc1NC(=O)CSc1nnnn1-c1ccc(O)cc1 | 50µM* | 6% | -3 | -5% | 0% | ? | 18% | -7% | -42%
Cc1cc(C)n(-c2nc3ccccc3nc2N2CCN(c3cccc(C(F)(F)F)c3)CC2)n1 | -23% | nt | -6 | -1% | 19% | 1% | -1% | -17% | -4%
CC(C)c1ccc(S(=O)(=O)N2CCN(C(=O)CN3C(=O)NC4(CCCCC4)C3=O)CC2)cc1 | -14% | 9% | -3 | nt | -2% | nt | 57%[activator] | -28% | -19%
CC1CCCN(C(=O)Cc2ccc(F)cc2)C1 (centres undefined) | 1% | -1% | -10 | -16% | 3% | -24% | -10% | 62% | 19%
Cc1ccc(C(=O)/C=C/Nc2ccc(S(=O)(=O)Nc3onc(C)c3C)cc2)cc1 | ? | 14% | -13 | -10% | -4% | 15% | -5% | ? | -11%
O=C(N1CCOCC1)N1CCN(c2ccccc2F)CC1 | -28% | -11% | -9 | 3% | -6% | 30% | 16% | 29% | -2%
Cc1cc(NC(=O)CCC(=O)N(CC(=O)NC2CCCC2)c2ccc(Cl)cc2)no1 | -9% | 71%[activator] | -5 | -3% | 0% | 0% | -4% | -23% | -6%
COC(=O)c1ccc([C@@H]2Nc3c(cccc3C(F)(F)F)[C@@H]3C=CC[C@@H]32)cc1 | -17% | nt | -4 | 2% | 0% | ? | 1% | -9% | -30%
Cc1cc(C)c2c(Cn3ccnc3)cc(=O)oc2c1 | -16% | -8% | -2 | -2% | 6% | 30% | 10% | 9% | -5%
COc1ccc(NC(=O)N(C)C[C@H]2Oc3c(NC(=O)C4CCCCC4)cccc3C(=O)N([C@H](C)CO)C[C@@H]2C)cc1 | 7% | 16% | -1 | nt | 9% | nt | -1% | 0% | -9%
NS(=O)(=O)c1cccc(NC(=O)c2ccc(NS(=O)(=O)c3cccc([N+](=O)[O-])c3)cc2)c1 | 3% | 39% | -10 | nt | -13% | nt | -10% | -22% | 31%
CCC1(C)Cc2ccccc2C(Nc2c(C)n(C)n(-c3ccccc3)c2=O)=N1 (centres undefined) | -17% | -10% | -4 | -13% | -13% | -3% | -4% | -3% | -9%
O=C1OC(c2cccs2)=N/C1=C/c1ccc(-c2cccc(C(=O)O)c2)o1 | 14µM* | 18µM* | -1 | -2% | 45µM* | 3.5µM* | 3% | ? | -10%
O=C(NCCCN1CCCC1)c1ccc(CS(=O)(=O)c2ccc(Br)cc2)o1 | -12% | -2% | 0 | -18% | -21% | 3% | 6% | 47% | -17%
